Screens deposited in PubChem BioAssay by National Center for Advancing Translational Sciences (NCATS).
TDP1 cell noCPT: qHTS for Inhibitors of human tyrosyl-DNA phosphodiesterase 1 (TDP1): qHTS in cells in absence of CPT; DT40 Tdp1-/- hTDP1 cells, no CPT, ATP luminescence, 48 h; Potency, µM (top dose mostly 46.2 µM), inactives show at the top dose activity change, negative = growth inhibition, most hits filed as inhibitors; 420,000 compounds, 15% hits; note: nearly all actives have a fitted effect of over 55% in size
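Chicken DT40 Tdp1-/- cells stably complemented with human TDP1 were seeded at 400 cells/well with DMSO in place of 20 nM camptothecin. After compound pinning, cells grew at least 48 hr at 37 °C; viability read by CellTiter-Glo luminescence.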
TDP1 cell CPT: growth inhibition of DT40 Tdp1-/-;hTDP1 cells with camptothecin (screen for TDP1 inhibitors). chicken DT40 Tdp1-/-;hTDP1 cells + 20 nM CPT, ATP luminescence, 48 h. Potency, µM (titrated, usually from 46.2 µM), inactives show at the highest dose activity change, negative = growth inhibition, hits mostly inhibitors. 420,000 compounds, 12% hits; note: nearly all actives have a fitted effect of over 55% in size
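Chicken DT40 Tdp1-/- cells stably complemented with human TDP1 were seeded at 400 cells/well in medium containing 20 nM camptothecin, exposed to pin-transferred compounds, and grown at 37 °C for at least 48 hr. Viability was read as ATP luminescence.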
TDP1 block: blocks human tyrosyl-DNA phosphodiesterase 1 | Q9NUW8 | recombinant TDP1, AlphaScreen DNA substrate cleavage | Potency, µM (titrated, usually from 130 µM), inactives show at the highest dose activity change, negative = inhibition, actives largely listed as inhibitors | 350,000 compounds, 0.28% hits | AID 485290; note: nearly all actives have a fitted effect of over 40% in size
Target sequence (Q9NUW8 whole entry, looked up): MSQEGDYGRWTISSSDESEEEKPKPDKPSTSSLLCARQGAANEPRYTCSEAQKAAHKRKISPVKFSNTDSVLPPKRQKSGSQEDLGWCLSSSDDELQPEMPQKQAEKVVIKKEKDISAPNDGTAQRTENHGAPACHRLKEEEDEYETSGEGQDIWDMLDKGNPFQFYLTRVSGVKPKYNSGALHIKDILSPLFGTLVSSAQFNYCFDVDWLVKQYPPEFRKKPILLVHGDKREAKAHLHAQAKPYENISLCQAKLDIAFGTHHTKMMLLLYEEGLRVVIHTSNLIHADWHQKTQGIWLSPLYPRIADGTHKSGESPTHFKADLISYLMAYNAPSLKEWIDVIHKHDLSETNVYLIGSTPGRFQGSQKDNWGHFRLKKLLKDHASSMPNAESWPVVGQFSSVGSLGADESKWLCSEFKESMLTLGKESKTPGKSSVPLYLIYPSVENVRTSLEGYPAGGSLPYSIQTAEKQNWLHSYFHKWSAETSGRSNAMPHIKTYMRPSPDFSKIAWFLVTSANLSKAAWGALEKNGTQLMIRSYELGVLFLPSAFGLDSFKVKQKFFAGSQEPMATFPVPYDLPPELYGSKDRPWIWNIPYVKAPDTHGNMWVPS
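Enzyme-compound mixtures sat 15 min at room temperature, followed by a 5 min reaction with 15 nM final substrate and 10 min with AlphaScreen beads. Recombinant human Tdp1 was used at 1 nM final.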
Active calls of the source: *; u = inconclusive; x = not tested or not shown; & = joins results of further samples; [ ] = remark or other dose. Calls come from the whole dose curve; as a rule, active = well fitted curve in the direction sought with a large enough effect; inconclusive = small, poorly fitted or top-dose-only effect, or another doubt; inactive = no such curve, though single readings can be large; an effect the other way counts as inactive or inconclusive. % is set by controls: 0 for no effect and ±100 for the full control effect; potency is the fitted concentration of half-maximal effect.

Order of results: TDP1 cell noCPT, TDP1 cell CPT, TDP1 block
CCC(=O)/C=C1\Sc2ccc(OC)cc2N1CCO
→ -21%, -26%, 6%
CC1CCN(S(=O)(=O)c2ccc(NC(=O)C3CCCCC3C(=O)O)cc2)CC1 (stereo not given)
→ u, u, x
Cc1ccc(NC(=O)COC(=O)c2ccc(Cl)nc2)cc1S(=O)(=O)N1CCCCC1
→ -4%, -13%, x
Cc1ccc(N2C(=O)CC(Sc3ncccn3)C2=O)cc1C (stereo not given)
→ u, u, x
C=CCn1c(C)nnc1SCC(=O)NC1CC1
→ 12%, -2%, 1%
CCCn1nnc(NC(=O)c2cc(Br)ccc2OC)n1
→ -1%, 9%, 4%
CCCn1cc(S(=O)(=O)c2cccc(Cl)c2)c(=O)c2cc(F)c(N3CCCC3)cc21
→ u, u, 1%
S=c1[nH]ncc2ccccc12
→ -21%, -9%, 8%
COc1ccc(S(=O)(=O)NCC2CC3C=CC2C3)cc1OC (stereo not given)
→ u, -5%, 1%
O=C(OC1CCS(=O)(=O)c2sccc21)c1ccccc1 (stereo not given)
→ -22%, 14%, 5%
COc1cc(/C=N/NC(=O)c2cnn3c(C)cc(-c4ccccc4)nc23)ccc1O
→ 16µM*, 23µM*, 0%
Cc1noc(/C=C/N(C)C)c1S(=O)(=O)N1CCCC(C(=O)NCc2ccc(Cl)cc2)C1 (stereo not given)
→ u, u, 4%
CCN(CC1COc2ccccc2O1)C(=S)Nc1ccc(F)cc1 (stereo not given)
→ u, -17%, 3%
Cc1cc(C)nc(S[C@H]2C[C@@H](C(=O)N3CCN(c4ccccc4F)CC3)N(Cc3ccccc3F)C2)n1
→ -21%, -21%, x
COc1ccc(CCNC(=O)c2cc(C)oc2C)cc1
→ -6%, 22%, 4%
C=CCNc1nc(=S)[nH]c2cc(OC)c(OC)cc12
→ -35%, -11%, -8%
CC(C)(C)c1ccc(C(=O)Nc2nonc2-c2nc3ccccc3[nH]2)cc1
→ u, u, 0%
CC(OC(=O)c1ccc2ncsc2c1)C(=O)N(C)C1CCCCC1 (stereo not given)
→ u, u, 0%[56.1 µM]
O=C(CNC(=O)c1ccc2c(c1)OCO2)N/N=C/c1cc(Br)ccc1O
→ 8.2µM*, 8.2µM*, -5%
COc1cccc(-c2ccc(NC(=O)C3CCCN(Cc4cnc(C)n4C)C3)cc2)c1 (stereo not given)
→ u, u, 5%[56.1 µM]
COc1ccc(CNC(=O)C(NS(=O)(=O)c2ccc3c(c2)CCCN3C(C)=O)C(C)C)cc1 (stereo not given)
→ u, -28%, 3%
COc1ccc(-n2nnnc2SCC(=O)c2cc3ccccc3o2)cc1
→ u, -22%, 7%
CC1(C)CN2C(=O)c3ccccc3C2(C)S1 (stereo not given)
→ -3%, 19%, 0%
Cc1ccc(-c2cccc(C(=O)NCCc3ccccc3)n2)c2ccccc12
→ 16µM*, 26µM*, -5%
Cc1ccc2c(c1)C1CN(C)CCC1N2S(=O)(=O)c1ccc(C#N)cc1 (stereo not given)
→ -26%, -14%, 1%[56.1 µM]
COc1ccc(S(=O)(=O)N(C)C[C@H]2Oc3ccc(NC(=O)NC4CCCCC4)cc3C(=O)N([C@H](C)CO)C[C@@H]2C)cc1
→ u, u, 2%
N/C(=N\OC(=O)c1cc(Cl)ccc1Cl)c1cccnc1
→ -21%, -18%, x
c1ccc(-c2cccc(N3CC[C@@]4(CCCNC4)C3)c2)cc1
→ 6.5µM*, 8.2µM*, x
COCCNC(=O)CSc1nc2cc3c(cc2c(=O)n1CCCC(=O)NCCc1ccc(OC)c(OC)c1)OCO3
→ -3%&-20%, 3%&3%, 0%&3%
Cn1c(=O)c([N+](=O)[O-])c(NCc2ccccc2)c2ccccc21
→ -22%, -23%, 2%
Cc1cccc(C)c1NC(=O)COC(=O)/C=C/c1ccc(S(=O)(=O)N2CCOCC2)cc1
→ -5%, -5%, -10%
Cc1ccc(Nc2n[nH]c(C)c2[N+](=O)[O-])cc1C
→ -29%, -16%, 4%
O=C(COC(=O)c1cccc(S(=O)(=O)N2CCCC2)c1)Nc1ccccc1
→ -11%, -7%, 5%
CC(C)C(c1nnnn1CCc1ccccc1)N1CCOCC1 (stereo not given)
→ -1%, 8%, -6%
CN1CCN(Cc2nc3ccccc3n2C)CC1CCO (stereo not given)
→ 13%, -10%, 4%
COc1ccc(S(=O)(=O)N2CCC(C(=O)N[C@@H](C)C(=O)NCc3cccnc3)CC2)cc1
→ -6%, -12%, x
COc1ccccc1C(=O)Nc1ccc(S(=O)(=O)N2CCOCC2)cc1
→ u, u, 5%
Cc1oc2ncn(CC(C)C)c(=O)c2c1C(=O)NCCc1ccccc1
→ 16µM*, u, 2%
COc1cc(Cl)ccc1OCc1cc(C(=O)N(C)Cc2cccc3cnccc23)no1
→ 12µM*, 15µM*, 5%
CC(C)[C@H](NC(=O)N1CCn2c1nc1ccccc12)C(=O)NC1CCCCC1
→ 3%, -17%, -15%
CCCCNC(=O)Cc1ccc(C)cc1
→ -5%, -5%, 3%
Cc1sc(NC(=O)c2cc(-c3ccc(Cl)cc3)nc3ccccc23)c(C(N)=O)c1C
→ 10µM*, 8.2µM*, -2%
CC(C)NC(=O)N1Cc2cc(C(=O)NC3CCC3)nc(-c3cccc(-c4cncnc4)c3)c2[C@H]1CCO
→ -29%, -24%, x
O=C(NCc1nnc2c(C(F)(F)F)cc(Cl)cn12)c1cccnc1
→ 3%, 0%, 4%
O=C(CCNS(=O)(=O)c1ccccc1)NNC(=O)COc1ccc(Cl)cc1
→ -16%, -7%, -3%[56.1 µM]
CCCN(CCC)C(=O)NC1CC(=O)N(c2ccc(OC)cc2)C1 (stereo not given)
→ -1%, -8%, 3%
O=C(NC1CCCC1)C(c1ccc(F)cc1)N(Cc1ccc(Cl)cc1)C(=O)CCl (stereo not given)
→ 4.1µM*, 3.3µM*, 3%
Cc1ccc(-n2nc(C)c3c2OC(N)=C(C#N)C3c2ccco2)cc1 (stereo not given)
→ u, -13%, 9%
Cc1ccc(N(C)S(=O)(=O)c2csc(C(N)=O)c2)cc1C
→ -13%, -22%, x
COCCN(C(=O)CSc1nncn1-c1ccccc1)c1c(N)n(Cc2ccccc2)c(=O)[nH]c1=O
→ -1%, 1%, 2%
O=C(Cc1ccc(-n2c(=O)c3ccccc3n(Cc3ccc(F)cc3)c2=O)cc1)NCC1CCCO1 (stereo not given)
→ u, -22%, 0%
O=C(/C=C/c1ccccc1)Nc1cc(S(=O)(=O)N2CCOCC2)ccc1N1CCOCC1
→ -5%, -27%, 5%
Cc1cc(S(=O)(=O)NCc2ccccc2)ccc1OCC(=O)NCc1ccccn1
→ -25%, -10%, 8%
Cc1cccc(N2CCN(C(=O)c3ccc4c(c3)N(Cc3ccccc3)C(=O)c3ccccc3S4(=O)=O)CC2C)c1 (stereo not given)
→ u, u, 3%
c1cc(-c2cc3nc(NC4CCCCC4)ccn3n2)ccc1OCCN1CCOCC1
→ 3.3µM*, 3.3µM*, x
CCCn1c2ccccc2c2cnn(CC(=O)N3CCN(c4ccccc4F)CC3)c(=O)c21
→ u, u, 4%
COc1ccc(/C=C/C(=O)c2sc(-c3ccccc3)nc2C)cc1
→ u, -12%, 7%
O=C(O)c1ccccc1NS(=O)(=O)c1ccc(N/N=C/c2ccc(O)c(O)c2)c([N+](=O)[O-])c1
→ 0%, -10%, x
O=C(NCc1ccccc1Cl)C1CCN(C(=O)N2CCOc3ccccc32)CC1
→ u, -4%, 0%
C=CCn1c(N)nc2ccccc21
→ -17%, -23%, 1%

Sorted by molar mass (low to high): 7 of the compounds above.
Order of results: TDP1 cell noCPT, TDP1 cell CPT, TDP1 block
CCCCNC(=O)Cc1ccc(C)cc1
→ -5%, -5%, 3%
O=C(NCc1ccccc1Cl)C1CCN(C(=O)N2CCOc3ccccc32)CC1
→ u, -4%, 0%
Cc1cc(S(=O)(=O)NCc2ccccc2)ccc1OCC(=O)NCc1ccccn1
→ -25%, -10%, 8%
Cc1sc(NC(=O)c2cc(-c3ccc(Cl)cc3)nc3ccccc23)c(C(N)=O)c1C
→ 10µM*, 8.2µM*, -2%
CCCn1c2ccccc2c2cnn(CC(=O)N3CCN(c4ccccc4F)CC3)c(=O)c21
→ u, u, 4%
O=C(/C=C/c1ccccc1)Nc1cc(S(=O)(=O)N2CCOCC2)ccc1N1CCOCC1
→ -5%, -27%, 5%
CC(C)NC(=O)N1Cc2cc(C(=O)NC3CCC3)nc(-c3cccc(-c4cncnc4)c3)c2[C@H]1CCO
→ -29%, -24%, x

More structures.
Order of results: TDP1 cell noCPT, TDP1 cell CPT, TDP1 block
Cc1ccc(-n2c(O)c(C=Nc3ccccc3-c3n[nH]c(=S)[nH]c3=O)c3ccccc3c2=O)cc1C
→ u, u, 2%
O=c1oc(-c2cccs2)nc2scc(-c3cccs3)c12
→ -4%, -4%, -13%
CCN(CC)S(=O)(=O)c1cc(NS(=O)(=O)c2cccc(C(=O)O)c2)ccc1C
→ -12%, 1%, -6%
COC(=O)c1cc2nc(-c3ccccc3)cc(C)n2n1
→ -1%, -1%, 7%
COC(=O)[C@@H]1CC(O)CN1C(=O)C12CC3CC(CC(C3)C1)C2 (stereo not given in full)
→ -5%, 1%, x
Cc1nn(S(=O)(=O)c2ccc(C(C)(C)C)cc2)c(C)c1S(=O)(=O)N1CCCCCC1
→ -7%, -5%, 5%
CN(Cc1cnccn1)C(=O)CC1C(=O)NCCN1Cc1c(F)cccc1Cl (stereo not given)
→ 27%, -3%, x
CCOc1cccc(-c2ccc3nncn3c2)c1
→ -27%, 5%, x
N#C/C(=C\c1cc2ccccc2nc1N1CCCCC1)C(N)=O
→ u, u, 6%
CCCCC(Sc1nc2cc3c(cc2c(=O)n1CCCC(=O)NCc1ccc(OC)cc1)OCO3)C(=O)OCC (stereo not given)
→ 4.6µM*, 4.6µM*, 4%
COC(=O)c1ccccc1NS(=O)(=O)c1ccc(NC(C)=O)cc1
→ -16%, -3%, 4%
CCCc1cc(=O)n2[nH]c(NC(=O)c3ccc(C(C)(C)C)cc3)nc2n1
→ -4%, -4%, 9%
O=C1C2C3C=CC(C4CC34)C2C(=O)N1/N=C/c1ccc(-c2ccc(Cl)cc2[N+](=O)[O-])o1 (stereo not given)
→ u, u, 5%
CC(=O)NC(Cc1cc(C)ccc1C)C(=O)N1CCN(C(=O)Nc2ccc(C(C)=O)cc2)CC1 (stereo not given)
→ -26%, 5%, 6%
O=C(O)c1ccc(-n2cccc2/C=N\NC(=O)c2cc3cc(Br)ccc3o2)cc1
→ 0%, 13%, 1.1µM*
Cc1nc(SCC(=O)Nc2nc3ccccc3s2)n[nH]1
→ -14%, u, 5%
Cc1ccccc1C1NS(=O)(=O)N=C1N (stereo not given)
→ 2%, u, 0%
Cc1ccc(-c2nn(CCC(=O)NCC3CCCO3)c(=O)c3ccccc23)cc1 (stereo not given)
→ 4%, -3%, 5%
O=C(Nc1ccccc1)c1ccc(S(=O)(=O)Nc2cccc(O)c2)cc1
→ u, u, 4%
CC(C)C(C(=O)NCC1CCCO1)N(Cc1ccco1)C(=O)CNS(=O)(=O)c1ccc(F)cc1 (stereo not given)
→ -19%, 3%, 3%
COc1ccc(NS(=O)(=O)c2ccc(Oc3c(C#N)cccc3C#N)cc2)cc1
→ 5.8µM*, 10µM*, 1%
CC1(C)CC(=O)c2c(-c3cccnc3)n[nH]c2C1
→ -3%, 15%, 2%
CCOC(=O)C1CCN(S(=O)(=O)c2ccc(Cl)cc2OC)CC1
→ u, 2%, 5%
COc1cc2c(cc1NC(=O)CN(C)Cc1cccc(OC)c1OC)oc1ccccc12
→ 13µM*, 21µM*, 5%
CCOC(=O)c1cnn2c(N)c(C#N)cnc12
→ -19%, 6%, -3%
COc1ccc2cc([C@H](C)C(=O)N(C)Cc3ccccc3N3CCCC3)ccc2c1
→ 26µM*, 23µM*, 10%[0.0935 µM]
Nc1cccc(-c2cncc(N3CCN(Cc4ccccn4)CC3)n2)c1
→ -26%, -24%, x
COc1ccccc1/C=N/NC(=O)c1ccc2c(c1)OCO2
→ 1%, -1%, x
Cc1nc2nc(C)n(CCN3CCOCC3)c(=O)c2c(-c2cccc([N+](=O)[O-])c2)c1C(=O)CCCCCCCCCCN1CCC(c2ccccc2)(c2ccccc2)CC1
→ u, u, x
COc1ccccc1N(C)S(=O)(=O)c1ccc(Cl)c(C(=O)Nc2cccc(C)n2)c1
→ 16µM*, 18µM*, -8%
